aGlu spleen mod – qHTS Assay for Inhibitors and Activators of Human alpha-Glucosidase From Spleen Homogenate. Lysosomal alpha-glucosidase (Homo sapiens), P10253. 240,000 tested, 0.006% active. AID 2112, 2009. human spleen homogenate, 4-MU-alpha-glucoside fluorescence. Potency, µM (titrated, usually from 79.9 µM), for the others: at the highest dose activity change, negative = inhibition, usual class: inhibitors;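 also: 0% = enzyme with vehicle and -100% = no enzyme basal signal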
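AC50 values come from Hill-equation fits of concentration-response data, normalized to no-enzyme and full-activity controls. Enzyme source: 1 ug human spleen homogenate; 1 mM fluorogenic 4-MU glucoside, pH 5.0 citrate buffer, 37 C, 40 min.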
IMPase Li cell – qHTS Assay for Identifying the Cell-Membrane Permeable IMPase Inhibitors: Potentiation with Lithium | CHO-M1 cells, IP1 TR-FRET (IP-One), carbachol + lithium | Potency, µM (titrated, usually from 59.4 µM), inactives show at the highest dose activity, negative = IMPase inhibition, most hits filed as inhibitors | 210,000 tested, 0.35% active;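 also: IP1 builds up when IMPase is blocked and the TR-FRET signal falls; plate controls were basal vehicle for no effect and high inhibitor control for full effect; nearly all actives have a fitted effect of over 50% in size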
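CHO-M1, 2000 cells/well, 16–30 h culture; cpd + low Li+, 30 min 37C; lysis with d2-IP1/Eu-anti-IP1 Ab, 10 min RT; TR-FRET 665/620 ratio and 620 channel; AC50 via Hill.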
HttQ103 aggreg – qHTS Multiplex Assay to Identify Dual Action Probes in a Cell Model of Huntington: Aggregate Formation (GFP) | PC12 HttQ103-GFP aggregates, Acumen cytometry, 40 h | Potency, µM (titrated, usually from 46.1 µM), for the others: at the top dose activity change, negative = inhibition, most hits filed as inhibitors | 220,000 tested, 1.1% active | AID 1688, 2009; also: % is scaled to controls: 0 for no effect and ±100 for the full control effect; nearly all actives have a fitted effect of over 60% in size
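Ecdysone-promoter PC12 model expressing HTT exon 1 Q103 fused to GFP, induced by tebufenozide at 100 nM final. Compounds titrated; aggregates sized 1–25 µm scored on a 488 nm laser cytometer.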
RGS12 GoLoco inh – qHTS Assay for Inhibitors of RGS12 GoLoco Motif Activity (Red Fluorophore). Gai1:RGS12 GoLoco peptide FP, rhodamine, 10 min. Potency, µM (highest dose often 61.6 µM), for inactives: at the highest dose activity, negative = inhibition, hits mostly inhibitors. 230,000 tested, 0.44% active. AID 880, 2007; active = well fitted inhibition curve with a large enough effect, not every such curve was filed as active; inactive = no such curve, though single readings can be large or run the other way; also: % is scaled to controls: 0 for no effect and ±100 for the full control effect; nearly all actives have a fitted effect of over 30% in size; many of its hits are not listed in these tables
Target sequence (P63096 whole entry, looked up): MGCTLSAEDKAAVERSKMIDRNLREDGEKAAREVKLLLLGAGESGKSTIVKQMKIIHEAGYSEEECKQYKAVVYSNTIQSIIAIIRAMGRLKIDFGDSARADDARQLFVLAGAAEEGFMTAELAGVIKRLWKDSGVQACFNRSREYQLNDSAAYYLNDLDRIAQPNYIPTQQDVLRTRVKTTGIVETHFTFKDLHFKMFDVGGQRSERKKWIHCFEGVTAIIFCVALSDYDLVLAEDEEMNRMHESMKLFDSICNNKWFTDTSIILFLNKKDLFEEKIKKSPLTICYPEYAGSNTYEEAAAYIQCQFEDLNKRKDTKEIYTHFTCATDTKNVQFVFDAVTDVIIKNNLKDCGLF
GAA glycogen – qHTS Assay for Inhibitors and Activators of Human alpha-Glucosidase Cleavage of Glycogen; Potency, µM (titrated, usually from 76.4 µM), without a hit: at the highest dose activity change, negative = inhibition, hits mostly inhibitors; 300,000 tested, 0.38% active; recombinant GAA, glycogen substrate, Amplex Red glucose oxidase fluorescence; Lysosomal alpha-glucosidase (Homo sapiens), P10253;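 also: 0% = full enzyme reaction and -100% = no-enzyme basal signal; the screen sought inhibitors and activators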
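Natural-substrate format: glycogen cleavage by 4 nM human enzyme, glucose read by Amplex Red coupling (Ex 573, Em 610 nm). Normalized to enzyme and no-enzyme controls.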
HTT cytoprotect – qHTS Multiplex Assay to Identify Dual Action Probes in a Cell Model of Huntington: Cytoprotection (ATP); AID 1471, 2008; Potency, µM (top dose mostly 56.4 µM), inactives show cytoprotection (ATP increase), most hits filed as activators; PC12 HTT-Q103 induced, cytoprotection, ATP luminescence, 40 h; 230,000 tested, 0.14% active;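 also: % of control where 0% means no effect; nearly all actives have a fitted effect of over 45% in size; toxic huntingtin expression switched on by the ecdysone agonist tebufenozide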
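Quantitative HTS on tebufenozide-induced (100 nM) PC12 cells expressing HTTQ103 exon 1–GFP; compounds tested as a concentration series; survival measured via cellular ATP.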
GAA inh – qHTS Assay for Inhibitors of Human alpha-Glucosidase as a Potential Chaperone Treatment of Pompe Disease; Lysosomal alpha-glucosidase (Homo sapiens), P10253; purified human GAA, 4-MU-alpha-glucoside fluorescence; Potency, µM (top dose mostly 76.9 µM), for the others: at the highest dose activity change, negative = inhibition, usual class: inhibitors; 200,000 tested, 0.005% active;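 also: plate controls were uninhibited enzyme wells for no effect and no-enzyme background for full effect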
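Endpoint fluorogenic read: 20 min room-temperature reaction of 4 nM human alpha-glucosidase with 400 uM 4-methylumbelliferyl-alpha-D-pyranoside, pH 5.0, quenched with 1M NaOH/1M glycine pH 10. AC50 from Hill modeling.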
Active calls of the source: *; ? = inconclusive; / = no result given; & = joins results of further samples; [ ] = another dose, or the depositor's remark. Unless noted, calls follow the shape of the dose curve; as a rule, active = well fitted curve in the direction sought with a large enough effect; inconclusive = small, poorly fitted or top-dose-only effect, or another doubt; inactive = no such curve, though single readings can be large; an effect the other way counts as inactive or inconclusive. Potency is read from the fitted curve at half-maximal effect. An excerpt (hit frequency here may not be typical).

1: O=C1NCCN1c1ncc([N+](=O)[O-])s1
2: COc1cc(NC(=S)NCc2ccco2)cc(OC)c1
3: FC(F)(F)c1cccc(Cn2nnnc2-c2ccc(Cl)cc2)c1
4: CCCCCc1ccc(OCCCC[n+]2cccc(C)c2)c(CCCCC)c1
5: Cc1ccc(S(=O)(=O)N[C@H](C(=O)Oc2ccc3c(C(F)(F)F)cc(=O)oc3c2)c2ccccc2)cc1
6: Cc1ccc(S(=O)(=O)NN2C(=O)/C(=C/c3ccccn3)SC2=S)cc1
7: Cc1ccn2c(CNC(C)CCn3cccn3)c(C(=O)N3CCCCCC3)nc2c1 (stereo not drawn)
8: O=C(NCCN1CCCC1)c1ccc(CS(=O)(=O)c2c(Cl)cccc2Cl)o1

Assay by compound	1	2	3	4	5	6	7	8
aGlu spleen mod	-1%[29.1 µM]	-2%	-7%	5%	-7%	7%	-2%	0%
IMPase Li cell	7%	6%	6%[38.3 µM]	13%	-30%[38.3 µM]	-3%	6%	17%[38.3 µM]
HttQ103 aggreg	2%[20.6 µM]	-23%	?	-10%[9.22 µM]	-24%	19%	18%	-6%
RGS12 GoLoco inh	2%[21.6 µM]	4%	2%	9%	11%	7%	-4%	17%
GAA glycogen	/	0%	-1%	-9%	-10%	-4%	6%	8%
HTT cytoprotect	0.089µM*	-2%[10 µM]	-16%	2%[10 µM]	2%	9%[10 µM]	-36%	-25%
GAA inh	/	0%	-12%	14%	11%	-2%	?	-14%

9: Cc1sc2nc(CC(=O)NN)[nH]c(=O)c2c1C
10: CC1(C)CC(=O)C(C=Nc2ccc3c(c2)OCO3)=C(O)C1
11: O=C(CN1CCN(C(=O)c2ccco2)CC1)Nc1ccc(Cl)c(S(=O)(=O)N2CCOCC2)c1
12: CCC(C)Oc1nc(C)cc(C)c1S(=O)(=O)c1ccccc1C (stereo not drawn)
13: c1ccc(CSc2nnc3ccc(-c4ccncc4)nn23)nc1
14: Cc1c(NC(=O)CN2C(=O)C3C4C=CC(C4)C3C2=O)c(=O)n(-c2ccccc2)n1C (stereo not drawn)
15: COc1cc(CCNC(C)=O)c(C(=O)/C=C/c2cccc(OC)c2OC)cc1OC
16: CCCNC(=O)c1nn2cc(Br)cnc2c1Cl

Assay by compound	9	10	11	12	13	14	15	16
aGlu spleen mod	5%	0%	-14%	-5%	/	-10%	-3%	/
IMPase Li cell	/	18%[38.3 µM]	4%	19%[38.3 µM]	3%	-18%[38.3 µM]	9%	-3%
HttQ103 aggreg	-2%[9.22 µM]	?	-10%	-7%	15%	-3%	/	16%
RGS12 GoLoco inh	-3%	4%	-1%	6%	-7%	5%	4%	4%
GAA glycogen	-1%	-1%	-3%	1%	-4%	3%	/	5%
HTT cytoprotect	6%[10 µM]	-31%	-28%	1%	-25%	22%	?	-6%
GAA inh	/	1%	1%	-6%	2%	0%	/	0%

17: CCCC(=O)Nc1sc2c(c1C#N)CC(C)(C)NC2(C)C
18: COc1ccc(CCNS(=O)(=O)c2cccs2)cc1
19: CC1CCCC(C)N1C(=O)COC(=O)CCc1nc2ccccc2c(=O)[nH]1 (stereo not drawn)
20: COc1ccc(NC(=O)CCNS(=O)(=O)c2ccc3c(c2)c(=O)n(C)c(=O)n3C)cc1
21: Cc1cc2oc(=O)cc(CN3CCN(Cc4ccccc4)CC3)c2cc1Cl
22: O=C(/C=C/c1ccccc1)Nc1ncn[nH]1
23: O=C(O)c1cc(-c2c[nH]c3ccccc23)nc2cc3ccccc3cc12
24: CC(C)CCn1nnnc1C(c1ccccc1)N1CCC(C(N)=O)CC1 (stereo not drawn)

Assay by compound	17	18	19	20	21	22	23	24
aGlu spleen mod	-3%	1%	-3%	3%	-1%	-5%	-3%	-9%
IMPase Li cell	6%	16%[38.3 µM]	-7%	7%[38.3 µM]	1%[38.3 µM]	9%[38.3 µM]	/	-2%[38.3 µM]
HttQ103 aggreg	12%	1%	7%	-1%	22%	-20%	-8%[9.22 µM]	-11%
RGS12 GoLoco inh	-9%	1%	-2%	-18%	8%	7%	15%	-15%
GAA glycogen	-3%	9%	-4%	?	-22%	-1%	-6%	-1%
HTT cytoprotect	6%[10 µM]	-7%	32%[10 µM]	-9%	-5%	15%	-1%[10 µM]	-7%[10 µM]
GAA inh	0%	1%	0%	-1%	-4%	-2%	/	-2%

Laid out differently: four of the compounds above.
Results follow in this order: aGlu spleen mod, IMPase Li cell, HttQ103 aggreg, RGS12 GoLoco inh, GAA glycogen, HTT cytoprotect, GAA inh
19. CC1CCCC(C)N1C(=O)COC(=O)CCc1nc2ccccc2c(=O)[nH]1 (stereo not drawn)
  -3%, -7%, 7%, -2%, -4%, 32%[10 µM], 0%
20. COc1ccc(NC(=O)CCNS(=O)(=O)c2ccc3c(c2)c(=O)n(C)c(=O)n3C)cc1
  3%, 7%[38.3 µM], -1%, -18%, ?, -9%, -1%
21. Cc1cc2oc(=O)cc(CN3CCN(Cc4ccccc4)CC3)c2cc1Cl
  -1%, 1%[38.3 µM], 22%, 8%, -22%, -5%, -4%
22. O=C(/C=C/c1ccccc1)Nc1ncn[nH]1
  -5%, 9%[38.3 µM], -20%, 7%, -1%, 15%, -2%

The list goes on:
25: O=C(CCSCCc1ccccn1)Nc1ccccn1
26: CCOC(=O)c1c(NC(=O)C(Sc2ccccc2)c2ccccc2)sc(C(=O)N(C)C)c1C (stereo not drawn)
27: N/C(=N\OC(=O)COc1ccc(Cl)cc1Br)c1cccnc1
28: Cc1ccc(-c2nnc(SCC(=O)N/N=C/c3ccc(C)s3)n2-c2ccccc2)cc1
29: CCCCC(=O)Nc1cc(C(=O)NCCc2ccccc2)ccc1Cl
30: CC(C)Oc1ccc(C(=O)NC2CCCCC2)cc1
31: COc1c2occc2c(OC)c2c(=O)cc(C)oc12
32: Cc1nnc(NC(=O)C(C)Oc2ccc3c(C)cc(=O)oc3c2)s1 (stereo not drawn)

Assay by compound	25	26	27	28	29	30	31	32
aGlu spleen mod	-7%	-14%	5%	-2%	-2%	-8%	-17%	1%
IMPase Li cell	-2%[38.3 µM]	14%	-5%	4%	0%[38.3 µM]	27%[38.3 µM]	-5%&-1%&-4%	31%[activator][38.3 µM]
HttQ103 aggreg	?	?	-6%	15%	?	-14%	2%	3%
RGS12 GoLoco inh	-9%	-5%	16%	-13%	12%	-4%	16%	4%
GAA glycogen	5%	-2%	-11%	-1%	-3%	-3%	1%	1%
HTT cytoprotect	9%	11%[10 µM]	-62%[inhibitor]	32%[10 µM]	-54%[inhibitor]	-16%	17%	11%
GAA inh	0%	-35%	-11%	2%	-2%	-2%	-14%[15.4 µM]	-2%

33: Nc1cccc2c(=O)[nH][nH]c(=O)c12
34: COc1ccc(Cl)cc1S(=O)(=O)Nc1cccc(C(=O)O)c1
35: COc1cccc(C(=O)N2CCN(Cc3ccccc3C(F)(F)F)CC2)c1
36: Cc1cccc(NC(=O)C(C)n2cc([N+](=O)[O-])cn2)n1 (stereo not drawn)
37: COc1cc(N/N=C(\C)c2ccc(O)c(C)c2)nc(-c2ccccc2)n1
38: COc1ccc(C2CCCN2C(=O)Nc2ccccc2)cc1OC (stereo not drawn)
39: O=C(CC(Nc1ccc(F)cc1)C(=O)OCC(=O)c1cccs1)c1ccccc1 (stereo not drawn)
40: O=C(Nc1cccc(C(F)(F)F)c1)c1cccnc1N1CCOCC1

Assay by compound	33	34	35	36	37	38	39	40
aGlu spleen mod	-2%	4%	-8%	7%	-4%	4%	3%	3%
IMPase Li cell	10%	-1%[38.3 µM]	1%[38.3 µM]	-6%	21%	2%[38.3 µM]	-3%	2%
HttQ103 aggreg	/	-7%	-29%	2%	16%[9.22 µM]	9%	?	-15%
RGS12 GoLoco inh	3%	2%	-3%	4%	6%	-15%	-7%	7%
GAA glycogen	/	7%	-3%	0%	-15%	-5%	-15%	-10%
HTT cytoprotect	10%	4%	-9%[10 µM]	-36%[inhibitor]	-6%[10 µM]	-14%	-5%[10 µM]	/
GAA inh	/	2%	-5%	1%	-1%	-2%	3%	-9%

41: NC(=S)N=Nc1c(O)n(Cc2ccc(Br)cc2)c2ccccc12
42: O=C1Cc2ccccc2Sc2cc(OCCCN3CCCCC3)ccc21
43: CCOC(=O)Cc1csc(NC(=O)Cc2ccccc2)n1
44: OC1(c2ccc3ccccc3c2)CCN(Cc2ccccc2)C1 (stereo not drawn)
45: COc1ccc(-n2nc([N+](=O)[O-])c(=NCCCN3CCCC3=O)n2O)cc1
46: COc1ccc(NC(=O)c2ccc(OC)cc2)cc1
47: Cc1ccc(NCc2nnc(SCC(=O)Nc3ccccc3)n2CC2CCCO2)c(C)c1 (stereo not drawn)
48: CN(C[C@H](Cc1ccccc1)N(C[C@H](Cc1ccccc1)N(CCc1cc(C(F)(F)F)cc(C(F)(F)F)c1)N=O)N=O)N=O
49: CC1(C)OC(=O)C(=NNc2ccccc2[N+](=O)[O-])C(=O)O1
50: CN(C)S(=O)(=O)c1cc(NC(=O)COC(=O)CCSc2ccc(Cl)cc2)ccc1Cl
51: O=S(=O)(NC1CC1)c1ccc(S(=O)(=O)N(Cc2ccccn2)C2CCCC2)cc1

Assay by compound	41	42	43	44	45	46	47	48	49	50	51
aGlu spleen mod	-4%	4%	6%	-7%	-2%	1%	-3%	2%	-1%	-6%	-6%
IMPase Li cell	-1%	6%	21%	23%[38.3 µM]	-6%	5%[38.3 µM]	-1%[38.3 µM]	6%	/	-4%	19%[38.3 µM]
HttQ103 aggreg	25%	9%	-2%[9.22 µM]	-8%	-11%	-3%	-6%	3%[9.22 µM]	1%[9.22 µM]	17%	-16%
RGS12 GoLoco inh	17%	-2%	0%	5%	0%	4%	-7%	6%	2%	3%	4%
GAA glycogen	13%	1%	-5%	6%	3%	-2%	-23%	-6%	-1%	4%	6%
HTT cytoprotect	-28%[10 µM]	25%[10 µM]	1%[10 µM]	-12%	-49%[inhibitor]	-72%[inhibitor]	-1%[10 µM]	-6%[10 µM]	13%[10 µM]	/	-5%
GAA inh	0%	?	4%	-21%	-12%	1%	-8%	/	/	?	-3%

Screens from PubChem BioAssay.
